Source: PubChem BioAssay
m5-HT2A agonist: mouse HTR2A agonism via beta-arrestin recruitment; 0.66% of 360,000 active; CHO-K1 mHTR2A beta-arrestin complementation, luminescence; percent of 30 µM serotonin response; activation, % at 7.6 µM; P35363; AID 624169;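 active means activation above a run cutoff, the mean activation of all tested compounds plus 3 SD, cut at about 14% in these data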;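 further: 0% = plate median of compound wells and 100% = 30 µM serotonin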
ABHD5 PLIN5 PPI: ABHD5-PLIN5 protein interaction inhibition; Split G. princeps luciferase complementation, luminescence, 4 h; AID 602281; inhibition, % at 4 µM; Q00G26+Q8WTS1; 0.78% of 360,000 active;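 active means inhibition above the mean inhibition across every tested compound plus 3 SD, cut at about 22% in these data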;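 further: 0% = DMSO only wells and the 100% control is not disclosed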
SRC2 inh: human SRC2 (NCOA2) inhibition. Q15596. HEK293 GAL4-SRC2 luciferase reporter, luminescence. inhibition, % at 9 µM. 0.17% of 370,000 active;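 active means inhibition above the mean inhibition of all tested compounds plus 3 SD, set per campaign, cut at about 52% in these data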;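 further: 0% = DMSO treated cells and 100% = cells given Gossypol at 36 µM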
MC4R antag cAMP: human MC4R antagonism in cAMP assay. P32245. MC4R-expressing cells, MTII-stimulated cAMP, LANCE TR-FRET. inhibition, % at 6.5 µM. 0.48% of 360,000 active;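 active means inhibition above its plate's cutoff, the mean of tested wells on that plate plus 3 SD, cut at about 29% in these data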;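 further: 0% = Melanotan II alone and 100% = Melanotan II plus saturating MCL0020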
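System – human MC4R-expressing U2OS cells · Also added – Melanotan II · Dosing – one concentration, 6.5 µM nominal · Timing – 30-min compound, 1-h challenge, 1-h detection, room temperature · Measured by – Eu-cAMP/anti-cAMP TR-FRET, emission 671 nm · Replicates – singlicate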
Glyco luc inh: blocks N-linked glycosylation in D54 reporter cells. D54 ERlucT glycosylation luciferase reporter, 24 h; percent of 100 nM tunicamycin response. reporter increase, % at 12.5 µM. 0.23% of 360,000 active;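 active means mean luciferase reporter signal, scaled so untreated is 0 and the glycosylation-blocking control 100, at or above a set limit in every replicate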;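 further: luciferase carries N-glycosylation sites so blocking glycosylation raises the light; 0% = median of neutral control wells and 100% = median of 100 nM tunicamycin wells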
NOD2 RIPK2 PPI: inhibitors of human NOD2-RIPK2 interaction; O43353; CHO BLA complementation NOD2-RIPK2, CCF4 ratio; inhibition, % at 4.98 µM; 0.38% of 360,000 active; in the data active means inhibition above about 21%;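 further: 0% = vehicle only and 100% = reference blocker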
TLR9-MyD88 inh: TLR9-MyD88 interaction inhibition; CHO BLA complementation TLR9-MyD88, CCF4 FRET ratio; inhibition, % at 4.98 µM; 0.21% of 340,000 active; AID 504734;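 active means inhibition above the mean over all tested compounds plus 3 SD, cut at about 21% in these data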;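 further: 0% = DMSO only wells and 100% = clavulanate BLA inhibitor control wells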
MC4R ag barr: activates human MC4R beta-arrestin recruitment; P32245; U2OS MC4R beta-arrestin complementation, luminescence; percent of melanotan II response, DMSO zero; activation, % at 8.9 µM; 0.98% of 360,000 active; AID 540308;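 active means activation above a per-plate cutoff, the mean activation of sample wells on that plate plus 3 SD, cut at about 8% in these data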
H9c2 protect: protects H9c2 cardiomyocytes from peroxide injury | H2O2 injury protection, ATPLite, 2 h | protection from H2O2 cell death, % at 20 µM | 0.63% of 360,000 active | AID 588492;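 active means compounds giving at least 50% protection of heart cells from peroxide-induced death in the single-dose screen, raw or plate-pattern-corrected value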;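 further: 0% = DMSO wells with peroxide and 100% = DMSO wells without peroxide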
ABCB6 inh MLPCN: inhibitors of human ABC transporter ABCB6; Q9NP58; K562-ABCB6 porphyrin accumulation, flow cytometry, 1 h; stronger effect = lower value; fluorescence ratio to DMSO, % at 10 µM; 0.19% of 360,000 active;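 active means fluorescence ratio to DMSO below 75%, the collection mean minus 3 SD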;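 further: signal is porphyrin accumulated inside mitochondria; 100% equals median channel fluorescence of DMSO control wells; lower ratio means ABCB6 inhibition with less porphyrin fluorescence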
Target sequence (Q9NP58 whole entry, looked up): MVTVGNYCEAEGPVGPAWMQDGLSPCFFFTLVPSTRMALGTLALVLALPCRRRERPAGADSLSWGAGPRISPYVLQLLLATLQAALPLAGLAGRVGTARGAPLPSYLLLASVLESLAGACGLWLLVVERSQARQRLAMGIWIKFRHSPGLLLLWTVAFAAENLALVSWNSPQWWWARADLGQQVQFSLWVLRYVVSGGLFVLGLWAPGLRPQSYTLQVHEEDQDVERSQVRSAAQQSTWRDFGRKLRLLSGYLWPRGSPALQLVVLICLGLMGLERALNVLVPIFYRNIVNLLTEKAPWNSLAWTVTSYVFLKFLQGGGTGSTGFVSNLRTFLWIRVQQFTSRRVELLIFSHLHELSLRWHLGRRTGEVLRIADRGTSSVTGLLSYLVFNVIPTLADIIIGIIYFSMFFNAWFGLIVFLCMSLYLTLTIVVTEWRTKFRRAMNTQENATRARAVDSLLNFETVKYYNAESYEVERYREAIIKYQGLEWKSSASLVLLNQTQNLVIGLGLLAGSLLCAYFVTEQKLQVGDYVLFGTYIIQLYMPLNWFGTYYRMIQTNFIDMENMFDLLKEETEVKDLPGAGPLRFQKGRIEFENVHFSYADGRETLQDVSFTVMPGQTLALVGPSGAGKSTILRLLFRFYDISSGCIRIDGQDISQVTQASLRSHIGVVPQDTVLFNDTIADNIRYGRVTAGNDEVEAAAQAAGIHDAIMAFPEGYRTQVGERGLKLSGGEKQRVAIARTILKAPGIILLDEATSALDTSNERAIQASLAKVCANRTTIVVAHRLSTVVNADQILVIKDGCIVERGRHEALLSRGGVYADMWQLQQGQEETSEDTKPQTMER
An asterisk follows results filed as active; x = no result given; & = joins results of further samples.

Structure	ABHD5 PLIN5 PPI	SRC2 inh	ABCB6 inh MLPCN	m5-HT2A agonist	TLR9-MyD88 inh	NOD2 RIPK2 PPI	Glyco luc inh	H9c2 protect	MC4R antag cAMP	MC4R ag barr
CN(Cc1ccccc1)Cc1nc2c(c(=O)n(C)c(=O)n2C)n1Cc1ccc(Cl)cc1	2	0	92	1	-1	4	1	15	9	0.5
COC(=O)c1ccc(C2=NOC(C)(c3sc(-c4ccccc4)nc3C)C2)cc1 (stereo not given)	-2	5	99	-7	-5	3	2	-8	4	-0.1
Cc1ccc(C)c(OCC(=O)Nc2ccc(S(=O)(=O)Nc3ccccn3)cc2)c1	-10	-15	105	7	-9	4	1	-6	19	-0.4
Cc1cc([N+](=O)[O-])nn1Cc1ccccc1F	1	7	97	1	3	-2	1	10	4	1.0
Cc1ccc(Cn2ccc(NC(=O)c3cc(CC(C)C)on3)n2)cc1	-2	-17	102	-2	6	-3	0	-20	6	0.7
CCN(CC)c1ccc(S(=O)(=O)N2CCOCC2)cc1NC(=O)CSc1n[nH]c(N)n1	0	-11	95	3	-3	4	2	5	7	0.3
COC1=C(Nc2ccc(OC)cc2)C(=O)c2ccccc2C1=O	-40	-41	104	0	-5	2	-3	-20	-5	-1.9
CC1=NN(C(=O)COc2ccccc2)C(O)(c2ccccc2)C1 (stereo not given)	-1	-19	101	10	10	1	-1	7	14	-0.6
O=C(c1ccc2snnc2c1)N1CCCCC1	6	-32	91	2	0	-16	1	1	-2	-1.0
CCCNC(=O)c1ccc(N2CCC3(CC2)CC(c2ccccc2)=NO3)c(NC(=O)Cc2ccc(F)cc2)c1	1	3	96	-4	2	0	-1	13	10	-0.9
CC(=O)CC1(O)C(=O)N(CN2CCN(c3ccccc3)CC2)c2ccccc21 (stereo not given)	2	-3	97	0	0	-4	-2	10	6	-2.2
C/C(N)=C(/C#N)C(=O)COC(=O)CNS(=O)(=O)c1c(F)cccc1F	-2	-15	101	-1	5	-2	1	2	4	-3.5
C=CCN(C(=O)CNC(=O)c1ccco1)C(C(=O)NC1CCCCC1)c1ccc(OC)cc1OC (stereo not given)	-6	-29	84	-3	3	3	-1	9	-3	-1.8
O=C(COC(=O)c1cc(=O)[nH]c2ccccc12)NCc1ccc(F)cc1	-2	-11	99	-5	-6	-7	1	7	0	-0.6
CCOC(=O)c1ccc(-n2c(C)nc3c(cnn3-c3ccccc3Cl)c2=O)cc1	3	-1	91	6	-14	4	0	-7	7	-2.9
COc1ccc(S(=O)(=O)N2CCC(C(=O)NCC3CCCO3)CC2)cc1OC (stereo not given)	1	-5	103	5	x	5	0	1	-3	-2.1
CCOC(=O)c1c(C)[nH]c(C(=O)Cn2c(=O)c3c(ncn3CC)n(Cc3ccccc3)c2=O)c1C	-5	-4	91	-1	-10	4	-5	2	15	-0.2
COc1ccc(NC(=O)CSc2ccc(-c3ccco3)nn2)cc1OC	1	-6	93	-1	4	0	0	2	-4	-1.2
COc1cccc(/C=C(/C#N)c2nc3ccccc3[nH]2)c1OC(C)C(=O)O (stereo not given)	-4	-28	98	0	1	4	1	-2	-12	-0.5
Cc1cc(C(=O)NNC(=O)c2ccccc2O)c(C)o1	-1	-16	101	-2	-6	3	1	20	1	-1.3
COC(=O)n1ccc(C(=O)Nc2ccccc2F)n1	-9	-50	91	0	-10	6	0	13	3	-2.0
O=C(c1c[nH]c2ccccc12)C(F)(F)F	0	2	105	0	-4	0	1	-18	-7	0.9
COc1ccc(-c2[nH]ncc2CN(C)Cc2cccnc2)c(OC)c1	4	4	95	2	3	-10	1	2	6	-1.3
CCc1cc(=O)oc2c3c(cc(OCC(=O)Nc4cccnc4)c12)OC(C)(C)CC3	-7	9	96	2	-5	-14	4	17	1	-1.9
CCc1noc(C)c1C(=O)N1CCN(S(=O)(=O)c2ccc(C)cc2)CC1	-1	3	100	-3	-16	-8	0	-1	9	1.9
CN(Cc1ccccc1Br)C(=O)CN1C(=O)NC2(CCCCCC2)C1=O	-2	4	95	5	-1	3	4	-5	5	1.4
COc1ccc(OCC(O)CNC(=O)c2sccc2Cl)cc1 (stereo not given)	1	8	98	-2	-5	7	1	2	5	-3.0
O=C(/C=C/c1ccc(O)c(O)c1)O[C@@H]1C[C@](O)(C(=O)O)C[C@@H](O)[C@H]1O	-2&3	-6&5	93&97	-3&2	-5&-1	-17&-4	2&2	-3&-8	5&7	1.2&1.7
COc1ccc(C(=O)O)cc1NC(=S)NC(=O)/C=C/c1ccc(C(C)C)cc1	-1	0	96	3	-4	3	1	-7	3	-1.7
COc1cc2nc(CN(CCC(C)C)Cc3nc4cc(OC)c(OC)cc4c(=O)[nH]3)[nH]c(=O)c2cc1OC	9	-10	105	2	-2	-4	5	11	5	-0.1
CC(=O)CC1c2cc(F)ccc2C=C(c2ccsc2)N1c1ccc(C#CC2(O)CCCCC2)cc1 (stereo not given)	-4	26	98	-6	x	1	x	x	x	x
CC(C)CC(=O)NC(=S)Nc1ccc(S(=O)(=O)N2CCN(C)CC2)cc1	12	-4	105	-9	7	-6	-1	0	-5	-0.3
NNC(=S)NCc1ccc2c(c1)OCO2	-5	-14	94	-1	-2	0	4	1	6	-1.9
CCOc1ncccc1C(=O)Nc1cccc(C(=O)Nc2cccc(S(=O)(=O)CCO)c2)c1	2	12	95	-1	1	-8	-2	40	15	-2.0
O=C(NC12CC3CC(CC(C3)C1)C2)c1cnccn1	-4	-9	99	0	5	-6	2	-1	7	-1.4
O=c1c2cc(-c3ccccc3)sc2nc2n1N=C(c1cccs1)CS2	-4	-45	101	-2	x	-5	-10	-11	-9	-1.8
CC(=O)c1ccc(S(=O)(=O)N2CCN(C(=O)CN3C(=O)NC4(CCCC4)C3=O)CC2)cc1	-6	-8	103	-1	-6	-1	0	6	24	-0.7
CCC(C)[C@H](NC(=O)N1CC(=O)Nc2ccccc21)C(=O)Nc1nccs1 (stereo not given in full)	-2	13	99	9	-8	0	3	-5	1	-0.8
O=C(COC(=O)c1cc(=O)[nH]c2ccccc12)NC1CCCCCCC1	-1	-21	97	2	-4	-10	-1	0	7	-2.7
O=C(CN1CCCCC1)NN(Cc1ccccc1)c1ccccc1	0	0	104	-2	7	-1	4	-4	19	2.3
COc1ccccc1NS(=O)(=O)NC(=O)c1cn(C)c2ccccc12	0	-27	95	0	-8	9	1	-3	10	-2.1
CC12CCC(C(=O)NCc3ccccc3)(OC1=O)C2(C)C (stereo not given)	-1	-23	147	1	3	-9	-2	-2	-1	-1.3
COc1ccc(S(=O)(=O)N2CCN(C(=O)c3c(C)nn(-c4ccccc4)c3Cl)CC2)cc1	-3	26	95	-1	-4	-1	8	-6	4	-1.4
CCCSC1=C(C#N)C(c2ccccc2C)C(C(=O)OC)C(=O)N1 (stereo not given)	-8	-26	105	-4	-12	-1	-2	-3	6	0.8
O=C(O)c1ccc(N/N=C/c2cn(Cc3ccc(F)cc3)c3ccccc23)cc1	-1	-45	97	-2	0	0	-11	4	4	2.1
CCOC(=O)C1CCCN(C2=NC(=O)/C(=C/c3ccc(O)c(OC)c3)S2)C1 (stereo not given)	2	-2	100	-12	8	-15	7	-1	14	0.4
NC(=O)C1CCN(C(=O)CCc2nc3sc4c(c3c(=O)[nH]2)CCCC4)CC1	9	-8	97	3	-1	2	0	10	16	0.0
CCCCn1c(NS(=O)(=O)c2ccc(C)cc2)c(S(=O)(=O)c2ccccc2)c2nc3ccccc3nc21	-6	19	103	9	9	-6	5	-7	-11	2.6
Cc1cccn2cc(COc3cccc([N+](=O)[O-])c3)nc12	-11	-74	95	-5	1	-4	-1	4	17	-1.3
COc1cc2c(cc1NC(=O)C(C)N1CCN(S(=O)(=O)c3ccccc3[N+](=O)[O-])CC1)oc1ccccc12 (stereo not given)	6	-12	83	1	-4	-11	-5	-1	-9	-1.8
CN(C)S(=O)(=O)c1ccc2oc(SCC(=O)NCC(F)(F)F)nc2c1	4	1	95	5	-2	8	-2	-1	-9	1.6
COc1ccccc1NC(=O)COC(=O)c1cc([N+](=O)[O-])ccc1N1CCCC1	-7	-54	93	-3	6	-2	-1	11	-5	-4.6
Cc1c(C)c2c(OCC(=O)NCC(C)C)cc3c(c2oc1=O)CCC(C)(C)O3	2	16	102	3	10	5	-2	13	7	-0.1
COc1ccc(C(=O)Nc2ccc3ncccc3c2)cc1	-13	-19	94	-3	-4	0	-18	-18	-3	0.5
COc1ccc(C(=O)Nn2c(SCC(=O)NCc3ccccc3)nc3ccccc3c2=O)cc1	-3	3	95	-3	2	1	-20	-1	1	-2.3
COc1ccc(OCCN2CCC(C(=O)NC(c3ccc(Cl)cc3)c3cnccn3)CC2)cc1 (stereo not given)	2	-20	93	-5	x	4	2	7	2	1.4
CCC1Oc2ccccc2N(CC(=O)NCCC2=CCCCC2)C1=O (stereo not given)	0	-3	98	1	1	-8	-2	-4	4	0.3
C#CCN1C(=O)S/C(=C/C=C/c2ccc(N(C)C)cc2)C1=O	-5	-71	186	-1	7	2	-6	-9	10	0.3
O=C(OCCOc1cccc(Cl)c1)C1CCN(S(=O)(=O)c2ccccc2)CC1	-2	-23	103	-7	-7	-2	1	-6	-7	2.1
CC(=O)Nc1ccc(Cl)cc1C(=O)c1ccc[nH]1	4	7	100	-1	4	10	0	3	6	-2.2

Three entries already listed, arranged by the number in ABHD5 PLIN5 PPI, falling.
Compound | ABHD5 PLIN5 PPI
CN(Cc1ccccc1)Cc1nc2c(c(=O)n(C)c(=O)n2C)n1Cc1ccc(Cl)cc1 | 2
O=C(OCCOc1cccc(Cl)c1)C1CCN(S(=O)(=O)c2ccccc2)CC1 | -2
COc1ccc(S(=O)(=O)N2CCN(C(=O)c3c(C)nn(-c4ccccc4)c3Cl)CC2)cc1 | -3

(more compounds)
Structure	ABHD5 PLIN5 PPI	SRC2 inh	ABCB6 inh MLPCN	m5-HT2A agonist	TLR9-MyD88 inh	NOD2 RIPK2 PPI	Glyco luc inh	H9c2 protect	MC4R antag cAMP	MC4R ag barr
Cc1ccc(N=Nc2c(N)[nH]n3c(=O)cc(-c4ccccc4)nc23)cc1	-1	-3	98	-2	-4	-4	2	32	6	-2.6
C=CC(COCc1ccccc1)N([C@@H](Cc1ccccc1)C(=O)OC)S(=O)(=O)c1ccccc1Br (stereo not given in full)	-5	2	96	-1	-2	-20	-9	0	10	-1.6
CC(/C=C/c1ccco1)=N\NC(=O)c1cccc(Cl)c1	3	-34	103	-3	16	4	3	27	-4	-3.4
CC(C)COc1cccc(C(=O)NC2(C)CCS(=O)(=O)C2)c1 (stereo not given)	-7	19	101	0	-2	-11	0	-4	8	0.6
Cc1ccnc(SCc2cn3c(C)cccc3n2)n1	3	-35	101	-4	-12	-2	-1	15	3	-2.2
Cc1ccc(C(CC(=O)N2CCCC2)c2ccccc2)c(O)c1C (stereo not given)	-11	-4	104	-1	-3	-2	-3	3	0	-0.9

This is a subset; rates above refer to the full screens.
